Screening results: PubChem BioAssay, several laboratories
MrgX1 antag: human MrgX1 receptor antagonism, primary screen; Q96LB2; MRGX1-HEK293 calcium flux, Fluo-4, BAM8-22 antagonism; hits give low values; B-score at 10 µM; hit rate 1.3% among 310,000;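 active = calcium-response B-score plate-corrected more than 3 library SD below zero, starting fluorescence within 5 deviations, no agonist response on first addition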;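 also: peak minus trough fluorescence over baseline after final BAM8-22 challenge near maximal dose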
Target sequence (Q96LB2 whole entry, looked up): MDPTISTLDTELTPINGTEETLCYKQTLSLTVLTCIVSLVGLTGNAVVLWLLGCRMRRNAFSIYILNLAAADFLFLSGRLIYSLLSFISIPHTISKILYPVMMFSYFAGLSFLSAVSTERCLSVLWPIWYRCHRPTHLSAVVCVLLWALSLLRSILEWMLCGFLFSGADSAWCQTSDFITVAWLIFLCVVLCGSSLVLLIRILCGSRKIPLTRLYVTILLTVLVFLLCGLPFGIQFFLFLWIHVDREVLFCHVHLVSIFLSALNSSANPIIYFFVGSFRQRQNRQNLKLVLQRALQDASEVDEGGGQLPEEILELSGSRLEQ
TRPC4 block: TRPC4 (mouse) channel inhibition. Q9QUQ5. HEK293 TRPC4beta/mu-opioid, DAMGO-evoked Fluo4 calcium flux; hits give low values. B-score at 10 µM. hit rate 0.39% among 300,000. AID 2247;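 active = B-score over 3 SD under the library average, no early fluorescence shift, positive overall ratio signal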
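test system = HEK293 cells with stable TRPC4beta plus mu-opioid receptor expression | detection = Fluo4 Ca2+ flux fluorescence | read-out = integrated fluorescence ratio relative to baseline, converted to per-well B score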
TRPC6 act: activates the mouse TRPC6 cation channel; HEK293-TRPC6 membrane potential dye fluorescence; hits give high values; B-score at 10 µM; hit rate 0.13% among 310,000; AID 2550;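 active = B-score of the integrated fluorescence ratio above library mean plus 3 SD, and starting fluorescence ratio within library mean plus 5 SD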;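 also: higher score means more depolarization so channel activation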
MrgX1 allo act: human MrgX1 positive allosteric modulation, primary screen; Q96LB2; MrgX1-HEK293, Fluo-4 calcium flux, FDSS; hits give high values; B-score at 10 µM; hit rate 0.63% among 310,000; AID 588675;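 active = plate-corrected calcium response at least 3 library SD above typical, normal starting fluorescence, not activating the receptor alone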;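 also: compound read alongside a low EC10 to EC30 dose of BAM8-22 agonist; peak minus trough fluorescence over baseline measured at the second addition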
RGS4 act: RGS4 potentiation or activation. HEK293 M3R/inducible RGS4, carbachol calcium flux Fluo4; hits give low values. B-score at 10 µM. hit rate 0.92% among 310,000;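 active = B-score of the integrated calcium signal more than 4 SD below the library mean, with starting fluorescence not abnormally high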;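 also: negative B-score means reduced calcium response which marks RGS4 activation or potentiation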
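Detection: kinetic calcium fluorescence imaging with Fluo4-AM dye, 2 µM / Material: HEK293 cells with stable M3R and inducible RGS4 / Schedule: recording 10 s baseline at 1 Hz, 100 s post-agonist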
TRPC6 inh: mouse TRPC6 channel inhibition; hit rate 1.1% among 310,000; B-score at 10 µM; HEK293-TRPC6, membrane potential dye, ACh-evoked depolarization; hits give low values;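 active = B-score under library mean minus 3 SD, initial fluorescence not abnormally high, positive integrated signal ratio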;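 also: B-score derived from integrated fluorescence ratio over the kinetic read; more negative B-score means stronger inhibition of depolarization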
RGS4 block: inhibitors of human RGS4; HEK293 M3R/RGS4 inducible, Fluo-4 calcium flux; hits give high values; triggered by carbachol at its EC20; B-score at 10 µM; hit rate 0.45% among 310,000;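 active = B-score, a plate-corrected calcium signal, over three deviations above library mean, with baseline fluorescence within five deviations of library mean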;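 also: RGS4 expression induced by doxycycline in cells with stable M3 receptor; B-score is computed from the integrated fluorescence ratio over baseline after carbachol; higher B-score means a larger calcium signal and so more RGS4 inhibition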
Target sequence (P49798 whole entry, looked up): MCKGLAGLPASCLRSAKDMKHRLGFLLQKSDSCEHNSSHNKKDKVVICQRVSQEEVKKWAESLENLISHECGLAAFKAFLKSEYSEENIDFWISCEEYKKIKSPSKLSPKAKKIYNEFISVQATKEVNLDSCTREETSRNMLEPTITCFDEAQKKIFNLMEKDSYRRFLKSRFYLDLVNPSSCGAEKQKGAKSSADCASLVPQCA
HIF activator: HIF pathway transcriptional activation. activation, % at 7.5 µM (by protocol). AID 1910. U2OS HRE-luciferase reporter, luminescence; normalized: DMSO 0%, desferrioxamine 100%. hit rate 0.32% among 300,000;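 active = mean activation of at least 10% of the iron chelator positive control signal, with at least half of replicates also reaching 10%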
Platelet DG rel: platelet dense granule release activity | inhibition, %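 (compounds screened at 7.5 µM in platelet-rich plasma)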 | hit rate 0.22% among 300,000 | AID 1663 | human platelet-rich plasma, SFLLRN dense granule ATP release, luminescence;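 active = mean replicate score, as percent of positive control, at or above 50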
MrgX1 ag: human MrgX1 receptor agonism, primary screen. Q96LB2. MrgX1-HEK293 cells, Fluo-4 calcium fluorescence, agonist mode; hits give high values. B-score at 10 µM. hit rate 0.44% among 310,000. AID 588627;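 active = calcium response B-score plate-corrected fluorescence ratio at least 3 library SD, with starting fluorescence B-score inside 5 SD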
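System: HEK293 cells stably expressing human MrgX1 receptor; Dosing: test compound in the initial addition of three; Schedule: overnight plating, then 30 min 37 °C plus 30 min room-temperature dye loading; Detection: kinetic calcium dye fluorescence, Fluo-4 NW; Controls: per-plate positive and negative controls for Z′ factor.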
SKKanGAS inh: SKKanGAS growth inhibition; AID 1662; inhibition, % at 7.5 µM; S. pyogenes SKKanGAS, kanamycin growth, BacTiter-Glo, 6 h; hit rate 1.3% among 300,000;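 active = mean replicate score, as percent of positive control median, at least 50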;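 also: strain carries kanamycin resistance gene driven by streptokinase promoter and grows in 40 µg/ml kanamycin; loss of luminescence reflects streptokinase promoter inhibition or plain growth inhibition; 0% = median of DMSO wells and 100% = positive control at its reference dose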
Numbers without * were called inactive; i = inactive; . = not tested or not shown. Rows are unselected; 6.1% or so of the library scored in one or more.

| SMILES | MrgX1 antag | TRPC4 block | TRPC6 act | MrgX1 allo act | RGS4 act | TRPC6 inh | RGS4 block | HIF activator | Platelet DG rel | MrgX1 ag | SKKanGAS inh |
| --- | --- | --- | --- | --- | --- | --- | --- | --- | --- | --- | --- |
| O=C(/C=C/c1ccccc1)NC(=S)Nc1ccccc1O | i | i | i | i | i | i | i | 3.7 | 8 | i | -12 |
| CNc1nc(SCC(=O)OC)nc(N2CCOCC2)n1 | i | i | i | i | i | i | i | 0.0 | 1 | i | 7 |
| O=C(NCCCN1CCCC1=O)Nc1ccc([N+](=O)[O-])cc1 | i | i | i | i | i | i | i | -18 | -9 | i | -1 |
| CC(c1ccccc1)N1C(=O)c2ccc(C(=O)Nc3ccc(Br)cc3C(=O)O)cc2C1=O (centres undefined) | -11* | i | i | i | i | i | i | -0.5 | 12 | i | 53* |
| O=C(COc1ccccc1F)Nc1ccc(S(=O)(=O)NCc2ccco2)cc1 | i | i | i | i | i | i | i | -23 | -1 | i | -9 |
| COC(=O)C(C)Oc1ccc2c(c1)O/C(=C\c1cccc(Br)c1)C2=O (centres undefined) | i | i | i | i | i | i | i | 2.7 | -3 | i | 0 |
| CCCCc1c(C)[nH]c(=S)[nH]c1=O | i | i | i | i | i | i | i | -0.9 | 6 | i | -3 |
| CCOc1ccc(NC(=O)NCc2cccnc2)cc1 | i | i | i | i | i | i | i | 0.0 | 2 | i | 5 |
| Cc1ccc(NC(=O)C2C3C=CC(O3)C2C(=O)O)cc1C (centres undefined) | i | i | i | i | i | i | i | 3.3 | 0 | i | 4 |
| CC1CCCN(C(=O)c2ccccc2OC2CCN(S(C)(=O)=O)CC2)C1 (centres undefined) | i | i | i | i | i | i | i | -0.7 | 1 | i | -3 |
| Cn1nc(C(F)(F)F)c(-c2ccccc2)c1NC(=O)CSCC(=O)O | i | i | i | i | i | i | i | -0.6 | -13 | i | -6 |
| COc1cc(O)c(C(CCN2CCCC(C)C2)c2ccc3c(c2)OCO3)c(OC)c1 (centres undefined) | i | i | i | i | i | i | i | 2.1 | -4 | i | -1 |
| Cc1ccc(S(=O)(=O)NNC(=O)CCC(=O)Nc2ccccc2)cc1 | i | i | i | i | i | i | i | -0.2 | -45 | i | -4 |
| CC1Cc2ccccc2N1CC(=O)NC(=O)NC1CCCC1 (centres undefined) | i | i | i | i | i | i | i | . | . | i | . |
| CC(OC(=O)c1cccc(N2C(=O)c3ccccc3C2=O)c1)C(=O)Nc1ccc(N(C)C)cc1 (centres undefined) | i | i | i | i | i | i | i | 0.0 | -7 | i | -11 |
| Nn1c(SCc2nc3ccccc3[nH]2)nnc1-c1ccccc1 | i | i | i | i | i | i | i | 0.3 | -6 | i | 9 |
| CC1=CC(C)(C)N(S(=O)(=O)c2ccc(C)cc2)c2ccccc21 | i | i | i | i | i | i | i | -0.5 | -1 | i | 2 |
| COc1ccc(NC(=O)C2(N(C(=O)Cn3nnnc3N)c3ccc(OC)cc3)CCCCC2)cc1 | i | i | i | i | i | i | i | -0.7 | 10 | i | -10 |
| CCC(c1nnc(SCC(=O)Nc2ccc(Cl)cc2C(F)(F)F)n1C1CCCCC1)N(C)C (centres undefined) | i | i | i | i | i | i | i | -1.2 | 5 | i | 2 |
| CCNC(=O)CCn1nc(-c2ccc(Cl)cc2)c2ccccc2c1=O | i | i | i | i | i | i | i | -3.5 | 0 | i | -1 |
| CC1CCCC(NC(=O)c2cccc(S(=O)(=O)N3CCCCC3)c2)C1C (centres undefined) | i | i | i | i | i | i | i | 0.0 | -3 | i | -2 |
| Cc1[nH]nc(N2CCCCC2)c1[N+](=O)[O-] | i | i | i | i | i | i | i | -0.1 | -3 | i | 1 |
| CCC(C)NC(=O)c1cc(S(=O)(=O)N2CCCCC2)c[nH]1 (centres undefined) | i | i | i | i | i | i | i | -0.2 | -10 | i | -4 |
| CCN(CCCNC(=O)c1[nH]c(C)c(C(C)=O)c1C)c1ccccc1 | i | i | i | i | i | i | i | -1.1 | 5 | i | 2 |
| CC1=C(OC(=O)c2ccccc2)C(C)(C)C(c2ccccc2)OC1=O (centres undefined) | i | i | i | i | i | i | i | -0.4 | 12 | i | 5 |
| O=C(CC1C(=O)NCCN1Cc1ccc(F)c(F)c1)NCCCn1ccnc1 (centres undefined) | i | i | i | i | i | i | i | 0.5 | 4 | i | -4 |
| CCCCCCCC(=O)OC(CN1CCCCC1)CN1CCCC1=O (centres undefined) | i | i | i | i | i | i | i | 0.2 | -3 | i | -7 |
| CCN(CC)CCN(C(=O)c1ccc2c(c1)OCCO2)c1nc2ccc(C)cc2s1 | i | i | i | i | i | i | i | 4.1 | 7 | i | 0 |
| CCOc1ncccc1C(=O)OCC(=O)c1ccc(C)c(C)c1 | i | i | i | i | i | i | i | 1.5 | 3 | i | 7 |
| COc1ccc(NC(=O)c2cccnc2)cc1 | i | i | i | i | i | i | i | 1.1 | -4 | i | 2 |
| COC(=O)COc1ccc(S(=O)(=O)Nc2cc(OC)ccc2OC)cc1 | . | i | i | . | i | i | i | 0.0 | 0 | . | 9 |
| O=[N+]([O-])c1cccc(S(=O)(=O)Nc2ccc(S(=O)(=O)NCC3CCCO3)cc2)c1 (centres undefined) | i | i | i | i | i | i | i | -0.7 | 2 | i | 2 |
| COc1ccc(C(=O)C2CCN(C(=O)Nc3ccccc3C)CC2)cc1 | i | i | i | i | i | i | i | 0.3 | -3 | i | -2 |
| CCCCCCc1c(C)nc(-n2[nH]c(C)c(CCO)c2=O)[nH]c1=O | i | i | i | i | i | i | i | -1.1 | -3 | i | 11 |
| Cc1cccc(-n2c(N)c(C(=O)NCCN3CCOCC3)c3nc4ccccc4nc32)c1 | i | i | i | i | i | i | i | 0.0 | 0 | i | 3 |
| O=C(Nc1ccccc1)Nc1cccc(Cl)c1Cl | i | i | i | i | i | i | i | 2.7 | 3 | i | 5 |
| Cc1cc(C(=O)COC(=O)c2ccc([N+](=O)[O-])o2)c(C)n1CC1CCCO1 (centres undefined) | i | i | i | i | i | i | i | 0.2 | 18 | i | 4 |
| NS(=O)(=O)c1ccc(Nc2nc(-c3cccnc3)cs2)cc1 | i | i | i | i | i | i | i | 0.9 | 20 | i | -8 |
| O=C1C2C3C=CC(C3)C2C(=O)N1c1ccc(S(=O)(=O)Nc2nccs2)cc1 (centres undefined) | i | i | i | i | i | i | i | -0.7 | 18 | i | 1 |
| CCc1c(C)sc(NC(=O)c2cc(-c3ccco3)on2)c1C#N | i | i | i | i | i | i | i | 0.0 | 0 | i | 23 |
| O=C(NCCCc1ccccc1)c1ccccc1O | i | i | i | i | i | i | i | 2.2 | 10 | i | 3 |
| COC(=O)c1cc(S(=O)(=O)NCC2CCN(Cc3ccc(F)cc3)CC2)c[nH]1 | i | i | i | i | i | i | i | -0.2 | -12 | i | 2 |
| COc1ccc(NC(=O)C(NC(=O)Cc2cccs2)c2ccccc2)cc1 (centres undefined) | i | i | i | i | i | i | i | 0.9 | -10 | i | 4 |
| O=C1NC(=S)/C(=C\c2ccc(-c3ccccc3Cl)o2)S1 | i | i | i | i | -7.4* | i | i | -0.3 | 1 | i | 114* |
| CSc1cccc(NC(=O)C2CCCN(S(=O)(=O)c3cccs3)C2)c1 (centres undefined) | i | i | i | i | i | i | i | 0.2 | -4 | i | 15 |
| CC(=O)Nc1ccc(OCC(O)Cn2c(C(C)C)nc3ccccc32)cc1 (centres undefined) | i | i | i | i | i | i | i | -0.8 | 0 | i | -1 |
| O=C(C1CC1)N(CCN(Cc1ccccc1)C(=O)C1CC1)Cc1ccccc1 | i | i | i | i | i | i | i | -0.1 | -1 | i | -1 |
| CC1CCN(C(=O)CC(NC(=O)c2ccccc2Cl)c2ccccc2)CC1 (centres undefined) | i | i | i | i | i | i | i | -0.4 | -5 | i | 3 |
| Cc1ccc(C(=O)/C=C/c2ccc3c(c2)OCO3)o1 | i | i | i | i | i | i | i | -0.4 | 4 | i | -2 |
| O=C(CSc1n[nH]c(-c2ccco2)n1)Nc1ccc(F)cc1 | i | i | i | i | i | i | i | 0.4 | 4 | i | 0 |
| CC(C)(C)CC(C)(C)NCC(O)COc1c(F)cc(Br)cc1F (centres undefined) | i | . | . | i | . | . | . | -1.0 | 8 | i | -3 |
| Cc1nc(C)c(CCNC(=O)c2cccc(Cl)c2)s1 | i | i | i | i | i | i | i | 0.6 | -16 | i | -7 |
| OCC[C@@H]1C[C@@H](O)[C@H](O)[C@]2(OCCc3ccccc32)O1 | i | i | i | i | i | i | i | -1.5 | 6 | i | 6 |
| COc1ccc(CCNC(=O)Nc2ccccc2[N+](=O)[O-])cc1 | i | i | i | i | i | i | i | 1.7 | 0 | i | 5 |
| Cc1sc2ncn(CC(=O)NCCCC(=O)N(C)Cc3ccccc3)c(=O)c2c1C | i | i | i | i | i | i | i | -0.2 | 11 | i | 19 |
| Cc1onc(-c2ccccc2Cl)c1C(=O)c1ccccc1 | i | i | i | i | i | i | i | -0.1 | 9 | i | 1 |
| Cc1ccc(N2C(=O)c3ccc(C(=O)Nc4cccnc4)cc3C2=O)c(C)c1 | i | i | i | i | i | i | i | -0.5 | -1 | i | 2 |
| O=C(CSc1nnc(-c2ccco2)o1)NC1CC2CCC1C2 (centres undefined) | i | i | i | i | i | i | i | 0.3 | -13 | i | -1 |
| CCOC(=O)c1c(NC(=O)CSc2nnc(CNc3ccc(C)cc3C)o2)sc(C)c1C | i | i | i | i | i | i | i | -0.8 | -3 | i | 3 |
| CSc1ccccc1OCc1cc(C(=O)N2CCN(Cc3nccn3C)CC2)no1 | i | i | i | i | i | i | i | 0.1 | -15 | i | -7 |
| CC(=O)O[C@@H]1C[C@H]2C(C)(C)C(=O)C=C[C@]2(C)[C@H]2CC[C@@]3(C)[C@H](c4ccoc4)OC(=O)[C@H]4O[C@]43[C@@]21C | i | i | i | 9.8* | i | i | i | 0.1 | 0 | i | 7 |
| CCC(=O)c1ccc(N2CCN(C(=O)c3cccs3)CC2)c(F)c1 | i | i | i | i | i | i | i | -8.8 | 5 | i | 3 |
